# AI-2 QS mod = modulators of Vibrio harveyi AI-2 quorum sensing system. Vibrio harveyi JMH597 AI-2 luminescence/OD600 ratio, 9 h; hits give low values; strain lacks LuxN and CqsS sensors; 0 = neutral-control median. activity change, % at 7.5 µM. actives 0.4% (n = 300,000); in the data active = activity change below about -75%, passing the limit was not always enough; inconclusive = no clear call, values can overlap the other calls;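 also: luminescence divided by OD600 gain over 9 h not by final OD600 alone; inactives centre near 13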
# PolyA inh = inhibitors of polyadenylation in S. cerevisiae | S. cerevisiae SKY197-pL101 polyadenylation reporter, beta-gal luminescence; efflux-impaired pdr1/pdr3 knockout yeast; score 100 = 6 SD above DMSO | calls only at 12 µM | actives 0.02% (n = 300,000);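 active = lowest replicate activity score at least 50, where 100 means six control SD above control mean; inconclusive = lowest score under 50 but half or more replicates reach 50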;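 also: yeast exposed to compound for 9 h at 30 °C; higher score means more reporter readthrough which indicates perturbed polyadenylation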
# HSF1 inh = HSF1 inhibition. NIH3T3-HGL HSE-luciferase, MG132-induced, luminescence 8 h; hits give low values. activity change, negative = inhibition, % at 7.5 µM (by protocol). actives 0.77% (n = 300,000). AID 2098;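 active = more than half of replicate wells show activity change below -50%, luminescence cut by over half; inconclusive = some wells, but at most half, below -50%; inactive = no replicate well below -50%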;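 also: luciferase reports HSF-1 transcriptional activity via heat shock element; 0% = median of DMSO wells and -100% = zero luminescence signal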
# Platelet DG rel = platelet dense granule release activity; human platelet-rich plasma, SFLLRN dense granule ATP release, luminescence; inhibition, %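 (compounds screened at 7.5 µM in platelet-rich plasma)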; actives 0.22% (n = 300,000); AID 1663;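 active = mean replicate score, as percent of positive control, at or above 50; inconclusive = mean below 50 but at least one replicate at or above 50; inactive = mean and every replicate below 50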
# HSF1 activator = increases HSF-1 driven luciferase reporter signal | actives 1.7% (n = 300,000) | activation, % at 9 µM | NIH3T3-HGL HSF-1 luciferase reporter, MG132, 8 h; 100% = twice DMSO control signal | AID 504408;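 active = mean replicate activation of at least 50% with a set share of replicates each reaching 50%; inconclusive = only one of those two conditions met; inactive = mean below 50% and too few replicates reaching it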;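 also: 0% = median of the neutral control wells and 100% = twice that signal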
# Dyrk1A ADPGlo = blocks rat Dyrk1A kinase activity | Q63470 | ADP-Glo luminescence, NFATc1 peptide | inhibition, % at 12.5 µM | actives 0.43% (n = 310,000); in the data active = inhibition above about 50%;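 also: plate controls were vehicle with enzyme for no effect and no enzyme for full effect; many of its hits are not listed in these tables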
# HDAC3 inh = blocks human histone deacetylase 3. AID 2718. actives 0.15% (n = 320,000). inhibition, % at 8.3 µM. O15379. recombinant HDAC3, fluorogenic peptide/trypsin coupled, fluorescence; in the data active = inhibition above about 26%, passing the limit was not always enough; inconclusive = no clear call, values can overlap the other calls
# GSK3B inh = human GSK3beta kinase inhibition; GST-GSK3beta kinase, ADP-Glo luminescence, 60 min; hits give low values; activity score (negative = inhibition), % at 10 µM; actives 0.038% (n = 300,000); AID 2097;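 active = more than half of replicate wells score below -50%, meaning over 50% inhibition versus plate controls; inconclusive = some replicates but at most half score below -50%; inactive = no replicate scores below -50%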;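 also: 0% = median DMSO wells and -100% = median GW8510 positive control wells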
# Target sequence (P49841 whole entry, looked up): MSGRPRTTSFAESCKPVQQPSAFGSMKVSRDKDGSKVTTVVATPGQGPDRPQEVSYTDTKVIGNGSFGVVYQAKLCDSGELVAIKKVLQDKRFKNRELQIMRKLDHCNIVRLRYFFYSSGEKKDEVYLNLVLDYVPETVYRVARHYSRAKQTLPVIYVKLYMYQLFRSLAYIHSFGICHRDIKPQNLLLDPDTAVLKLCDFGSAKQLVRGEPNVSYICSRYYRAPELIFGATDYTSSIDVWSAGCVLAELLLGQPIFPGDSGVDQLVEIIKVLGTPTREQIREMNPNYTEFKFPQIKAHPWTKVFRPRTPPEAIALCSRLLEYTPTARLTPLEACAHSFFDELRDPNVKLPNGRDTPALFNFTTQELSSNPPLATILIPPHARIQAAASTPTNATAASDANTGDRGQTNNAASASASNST
#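 Test system: GST-fused GSK3beta enzyme, cell-free | Quantity: 1.6 ng GST-GSK3beta enzyme per well | Reagent: 25 µM ATP with peptide substrate | Schedule: 60 min enzyme reaction, room temperature | Signal: Luminescent ADP-Glo measurement of ADP formed | Read-out basis: Score relative to plate controls | Control set: DMSO and 20 µM GW8510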
# GSK3 alpha inh = human GSK-3 alpha kinase inhibition; P49840; ADP-Glo luminescence, 60 min; actives 0.1% (n = 320,000); inhibition, % at 10 µM;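 in the data active = inhibition above about 50%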;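 also: GST-tagged GSK-3 alpha with peptide substrate and 25 µM ATP; 0% = DMSO neutral wells and 100% = GW8510 positive control wells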
# Target sequence (P49840 whole entry, looked up): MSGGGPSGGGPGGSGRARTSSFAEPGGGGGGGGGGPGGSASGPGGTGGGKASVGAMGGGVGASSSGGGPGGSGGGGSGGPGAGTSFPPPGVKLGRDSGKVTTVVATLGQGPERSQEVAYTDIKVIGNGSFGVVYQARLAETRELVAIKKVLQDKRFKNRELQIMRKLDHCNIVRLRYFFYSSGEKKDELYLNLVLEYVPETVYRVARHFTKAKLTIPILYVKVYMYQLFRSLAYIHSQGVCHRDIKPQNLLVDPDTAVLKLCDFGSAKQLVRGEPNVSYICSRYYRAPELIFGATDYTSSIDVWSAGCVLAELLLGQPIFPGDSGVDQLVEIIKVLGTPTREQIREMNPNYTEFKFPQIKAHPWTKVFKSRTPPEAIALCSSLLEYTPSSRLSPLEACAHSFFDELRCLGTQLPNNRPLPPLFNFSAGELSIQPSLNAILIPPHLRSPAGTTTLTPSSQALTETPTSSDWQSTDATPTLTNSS
# HSP90 refold inh = blocks HSP90-mediated luciferase refolding in reticulocyte lysate. Rabbit reticulocyte lysate, luciferase refolding luminescence, 3 h. inhibition, % at 5.6 µM. actives 0.91% (n = 290,000). AID 1789;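 active = inhibition above the screen-wide mean plus 3 SD, computed separately per campaign, cut at about 16% in these data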;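 also: 0% = DMSO wells and 100% = 60 µM geldanamycin wells; inhibitors lower the luminescence because luciferase stays unfolded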
# Starred values were filed as active, the others as inactive; i = inactive; ? = inconclusive; / = no result given. An excerpt; rates above refer to the full screens.
# Value order – AI-2 QS mod	PolyA inh	HSF1 inh	Platelet DG rel	HSF1 activator	Dyrk1A ADPGlo	HDAC3 inh	GSK3B inh	GSK3 alpha inh	HSP90 refold inh
CC(/C=N/NC(=O)Cc1cccn1C)=C\c1ccco1
  25	i	-2	0	-2	-2	6	7	2	2
CCOC(=O)N1CCc2c(sc(NC(=O)Cc3ccccc3)c2C(=O)c2ccc(OC)cc2)C1
  26	i	6	11	13	-2	1	1	-1	1
COc1ccc(OCc2ccc(/C=N\NC(=O)c3sccc3C)o2)cc1
  18	/	/	/	/	2	18	1	/	4
CC(Oc1ccccc1)C(=O)N1CCC2(CC1)Oc1ccc(F)cc1C(=O)C21CC(c2ccccc2)=NO1 (centres undefined)
  -7	i	1	1	-11	3	-2	0	-2	/
CCc1ccccc1NC(=S)N1CCC(NC(=O)c2ccc(OC)cc2)CC1
  -13	i	7	1	31	-3	-3	1	1	1
COCCn1c(SCC(=O)c2[nH]c(C)c(C(C)=O)c2C)nc2ccccc2c1=O
  17	i	-9	-3	11	5	-1	-1	4	-2
CCCCNC(=S)NNC(=O)c1cc(C)on1
  2	i	0	10	9	-9	8	-1	-2	-1
COc1ccc(NC(=O)Nc2c(C)n(C)n(-c3ccccc3)c2=O)cc1OC
  17	i	-3	-11	-9	0	2	-3	1	4
CCOc1ccccc1N(C(=O)c1snc(C(N)=O)c1N)C(C(=O)NCc1ccccc1)c1ccc(O)cc1 (centres undefined)
  16	i	11	1	18	-3	/	1	/	5
CCOc1ccc(S(=O)(=O)N/N=C(\C)Cc2ccc(OC)cc2)cc1
  1	i	5	5	8	8	1	5	-4	2
Cc1cc(C(=O)N/N=C/c2c[nH]c3ccccc23)cs1
  19	i	19	19	3	18	8	0	0	2
COc1ccc(-n2c(SCC(=O)/C(C#N)=C(\C)N)nc3ccccc3c2=O)cc1OC
  21	i	6	0	-1	-2	/	0	0	3
O=C1CCCN1CCCNc1ncnc2c1cnn2-c1ccc(Cl)cc1
  1	i	8	-6	3	17	-1	-4	7	-3
COc1ccccc1OCc1nc(-c2ccc([N+](=O)[O-])cc2)no1
  29	i	12	-2	31	-4	-5	-6	-1	-1
CNC(=O)c1c(NC(=O)c2cccc(N3C(=O)CCC3=O)c2)sc2c1CCCC2
  -7	i	4	2	5	-5	-7	1	0	1
CC(C)Oc1ccc(C(=O)NC(=S)N2CCOCC2)cc1
  13	i	-22	6	-19	4	3	-1	0	1
Cn1nccc1NC(=O)NC(=O)c1c(Cl)cccc1Cl
  9	i	-7	-27	-16	4	-11	-3	3	2
O=C(Nc1ccccn1)c1cc(-c2cccnc2)nc2ccc(Br)cc12
  15	i	-11	0	-21	0	-3	-1	-2	2
O=C(Cc1cccs1)Nc1ccc2c(c1)C(=O)OC2
  25	i	0	-4	-1	3	-4	0	-4	1
O=C(Nc1nnc(C2=COCCO2)o1)c1ccc([N+](=O)[O-])s1
  ?	i	5	-7	7	-7	6	3	1	3
CCOC(=O)CSc1nnc(NC(=O)c2cccc([N+](=O)[O-])c2C)s1
  7	i	-2	3	-16	-9	-7	0	-2	2
CCCOc1ccc(-c2c(C(=O)N/N=C(\C)c3cccnc3)nnn2-c2nonc2N)cc1
  -5	i	6	-6	6	-2	-9	0	-7	-2
COc1ccc(S(=O)(=O)NC(C)C(=O)N2CCCC2)cc1C (centres undefined)
  3	i	-4	-2	4	4	0	3	6	0
CCCCOC(=O)n1c(SCC(=O)N(CC)CC)nc2ccccc21
  11	i	4	11	14	13	-1	5	0	1
CCCCn1c2ccccc2c2nnc(SCCN3CCCCC3)nc21
  14	i	9	1	5	6	/	5	/	3
CCCCCC(=O)NC(Cc1ccc(OC)c([N+](=O)[O-])c1)C(=O)O (centres undefined)
  -7	i	2	15	-8	3	1	-6	-2	0
CSc1sc(C)cc1/C=N/O
  7	i	13	-6	3	0	-5	1	-2	0
Cc1ccc2c(c1)C1OCCC1C1N2C(=O)C2C(C(=O)O)C3C=CC21O3 (centres undefined)
  36	i	2	1	-6	0	-8	1	-3	1
CC(=O)C1=C(O)C(=O)N(Cc2ccccc2)C1c1ccc(Br)cc1 (centres undefined)
  4	i	1	18	5	1	1	7	-4	-4
C[C@@H]1CN(C2CCN(Cc3nc(C(c4ccccc4)c4ccccc4)no3)CC2)C[C@H](C)O1
  2	i	-6	2	-3	-3	-4	2	1	-3
O=C(CNC(=O)c1ccccc1)NCC(O)c1ccc([N+](=O)[O-])cc1 (centres undefined)
  9	i	1	-4	-3	3	8	-2	2	4
O=C(CSc1ccccc1)Nc1ccc(S(=O)(=O)Nc2ncccn2)cc1
  -67	i	0	-4	-1	2	4	0	-3	0
Cc1cccc(C)c1NC(=O)CN(C)C(=O)c1ccccc1OCc1ccc(F)cc1
  9	i	5	-1	4	-5	-1	1	-3	/
Cc1cccc(C(=O)N[C@H](C(=O)Nc2nc3ccc(S(C)(=O)=O)cc3s2)C(C)C)c1
  17	i	-7	2	-6	32	3	1	0	0
CCCCN(CC)C(=O)Cn1ncc2c1-c1cc(C)ccc1OC2
  1	i	-2	-2	17	-1	5	-3	1	0
O=C(NCC1CCCO1)/C(=C\c1cccs1)NC(=O)c1ccccc1 (centres undefined)
  43	/	-3	-1	9	-2	10	4	-2	1
Cc1ccc(S(=O)(=O)NCC(=O)N/N=C/c2ccccc2O)cc1
  24	i	4	11	4	-2	4	2	-1	2
CC(C)(C)CC(C)(C)NC(=S)NC1CCN(Cc2ccccc2)CC1
  9	i	/	6	/	-1	4	1	-1	-2
COc1cc([N+](=O)[O-])c2ncsc2c1
  16	i	-40	-13	-48	1	0	-1	1	-1
Cc1cc(C#N)c(SCC(N)=O)nc1-c1ccc(F)cc1
  25	i	7	5	-7	2	-4	4	2	2
CCc1ccc2c(c1)cc(C)c1nnc(SCC(=O)Nc3cc(OC)c(OC)cc3C(=O)O)n12
  6	i	-1	1	6	/	1	-4	-1	-2
O=C(CC1SC2=NCCN2C1=O)Nc1ccccc1 (centres undefined)
  9	i	0	4	18	5	-6	1	-1	0
Cc1ccc(C(=O)n2c(-c3ccccc3)cnc2SCC(=O)Nc2ccccc2)cc1
  -18	i	10	15	7	-8	-2	2	1	0
Nc1nonc1-n1nnc(C(=O)N/N=C/c2ccc3c(c2)OCO3)c1CSc1ccccc1
  36	i	4	4	5	-1	-5	-3	-1	-6
Cc1ccc(S(=O)(=O)N2CCCCC2)cc1NC(=O)Cn1c(=O)cnc2ccccc21
  13	i	8	0	7	-2	1	-2	-3	6
CCOc1ccc(-c2noc(CCC(N)=O)n2)cc1OCC
  10	i	-6	6	-9	-1	2	1	2	-1
Oc1ccc(/C=N/Nc2ncnc3c2ncn3Cc2ccccc2)cc1O
  40	i	-8	0	5	2	8	0	1	-9
CC(C)(C)n1nnnc1C(c1cccs1)N1CCN(Cc2ccc3c(c2)OCO3)CC1 (centres undefined)
  19	i	5	-4	7	5	-1	-1	-1	2
CCOC(=O)CSc1nc2ccccc2c(=O)n1CCC(=O)NCCc1ccc(OC)c(OC)c1
  -4	i	-6	0	-22	-5	-11	1	-2	2
CCn1c(C)c(/C=N/Nc2nc3ccccc3s2)c2ccccc21
  40	i	14	2	53*	-2	/	3	/	3
CC(=O)c1cnc2c(-c3ccc(Cl)cc3)c(C)nn2c1C
  14	i	-5	?	1	4	-5	-2	-4	2
Fc1ccc(NCc2ccccc2F)cc1Cl
  1	i	3	2	14	-6	5	3	-2	0
CCCCNC(=O)C(=O)N/N=C/c1ccc(C(=O)OC)cc1
  26	i	-46	-3	-57	8	0	0	1	-2
Cn1c(N)c(C(=O)COC(=O)c2cncc(Br)c2)c(=O)n(C)c1=O
  8	i	-6	-44	3	/	-3	-1	-1	-4
COc1ccc(-c2nn(C)c3sc(C(=O)NCc4ccco4)cc23)cc1OC
  8	i	-1	2	2	-5	-2	2	1	-4
CC(=O)c1ccc(N2CCN(C(=O)Nc3ccc(F)cc3F)CC2)cc1
  3	i	0	12	3	0	7	0	4	0
COc1ccc(-c2c[n+]3c(n2-c2c(C)n(C)n(-c4ccccc4)c2=O)CCCCC3)cc1
  -1	i	-2	6	1	-5	-6	1	-1	3
CN1CCN(C(=S)NC(=O)/C=C/c2ccccc2Cl)CC1
  12	i	5	0	6	5	5	1	-3	2
CCOC(=O)C1CCN(Cc2cnc(NC(=O)OC)s2)CC1
  15	i	3	-4	2	9	-7	-6	0	1
CC(C)CC(NC(=O)COc1ccccc1)C(=O)O (centres undefined)
  15	i	-9	-3	6	-3	-11	1	-2	1

# The list goes on.
# Value order – AI-2 QS mod	PolyA inh	HSF1 inh	Platelet DG rel	HSF1 activator	Dyrk1A ADPGlo	HDAC3 inh	GSK3B inh	GSK3 alpha inh	HSP90 refold inh
Cc1ccsc1/C=N/NC(=O)c1ccc2ccccc2c1
  10	i	9	-1	37	-7	-6	-2	-3	-2
Cc1cc(C)cc(NC(=O)CS(=O)(=O)c2ccccc2)c1
  -3	i	-1	-1	5	/	-2	-1	-5	-2
O=C(CNC(=O)c1cccc(Br)c1)NCCc1nc2ccccc2[nH]1
  17	i	2	14	4	2	2	2	-2	-5
CN(CCOc1ccc(Br)cc1)CC(O)c1ccccc1 (centres undefined)
  24	i	0	-4	8	2	2	2	4	6
O=C(NC1CCCCC1)C1CC(=O)N(c2ccc(Cl)cc2)C1 (centres undefined)
  20	i	-4	13	-7	3	3	-24	-1	-2
Cc1ccc(C(=O)NC(=S)Nc2ccccc2C(F)(F)F)c(C)c1
  26	i	0	13	-3	-6	19	0	-3	3
CCCCNC(=O)c1cc(C)nc2ccccc12
  7	i	-2	2	2	-6	-8	0	3	1
CC1=NN(c2ccccc2)C(=O)C1N=Nc1cccc(O)c1 (centres undefined)
  21	i	29	-6	?	1	7	0	2	3
Cc1nc(NC(=O)c2ccc(Br)o2)ccc1Br
  5	i	20	-1	36	0	/	-4	/	-2
O=C(Nc1ccccc1F)N(Cc1ccc(F)cc1)Cc1nc2ccccc2c(=O)[nH]1
  18	i	13	0	23	-1	0	3	-6	-3
C=CCn1c(CNC(=O)CCC)nc2ccccc21
  15	i	-5	11	1	/	-2	2	-6	-1
COc1cc(/C=N/NC(=S)NCc2ccco2)cc(OC)c1OC
  -1	i	-6	0	-13	-1	7	-2	2	3
NC(=O)COC(=O)CCCc1c[nH]c2ccccc12
  -5	/	-1	-6	-15	6	-1	0	-2	-2
Cc1cc(C(F)(F)F)nn1CC(=O)Nc1ccc(Br)c2cccnc12
  16	i	-4	1	-1	1	1	-1	-2	-1

# Assay outcomes: PubChem, several laboratories
